TRHR ag = qHTS for Small Molecule Agonists and Allosteric Enhancers of Human TRH Receptor: Primary Screen for Agonists; 360,000 compounds, 0.18% hits; Thyrotropin-releasing hormone receptor (Homo sapiens), P34981; TRHR cells, calcium flux fluo-8, FDSS agonist mode; activation, % at 2 µM; further: 0% is about no effect
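Agonist-mode FDSS calcium read (Ex 480/Em 530, 1 s cycles) in 1536-well TRHR cells with fluo-8 dye, after 10-cycle baseline and 23 nL compound addition; TRH at EC20 (10 nM final) added afterwards for the enhancer phase.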
D2 potentiator = HTS Assay for Positive Allosteric Modulators of the Human D2 Dopamine Receptor: Primary Screen for Potentiators; D(2) dopamine receptor (Homo sapiens), P14416; HEK293 T-REx D2, calcium flux, EC20 dopamine potentiation; potentiation, % at 10 µM; 340,000 compounds, 0.34% hits;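 active means potentiation over 3 SD above the plate norm, cut at about 30% in these data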; further: 0% is about no effect
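Cells plated with tetracycline inducer and held overnight at 30 C; calcium dye loaded 30–90 min at room temperature; baseline taken, compound added and read 180 s; EC20 dopamine then added and read 180 s.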
D1 antagonist = Antagonist of Human D 1 Dopamine Receptor: qHTS; 360,000 compounds, 3.2% hits; activity change, negative = inhibition, % at 10 µM; HEK293 TREx D1 cells, calcium flux, dopamine EC80; hits give low values; D(1A) dopamine receptor (Homo sapiens), P21728; AID 504652, 2011; in the data active means activity change below about -30%; further: on the % scale 0 is the no-effect control and ±100 the full control effect
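After overnight tetracycline induction at 30 C, force-coupled D1 HEK293 cells took up a no-wash calcium dye at room temperature. Compounds were added and monitored 180 s, and the response to EC80 dopamine was then recorded.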
D1 agonist = Allosteric Agonists of the Human D1 Dopamine Receptor: qHTS; D(1A) dopamine receptor (Homo sapiens), P21728; HEK293 T-REx D1 cells, calcium flux, agonist mode; activation, % at 2 µM; 360,000 compounds, 1% hits; further: 0% is about no effect
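Inducible HEK293 T-REx D1 cells, force-coupled to calcium signalling, were plated at 4000 cells/well with tetracycline and held overnight at 30 C. After no-wash calcium dye loading, compound-evoked calcium rise over 180 s flagged agonists.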
TRHR PAM = qHTS for Small Molecule Agonists and Allosteric Enhancers of Human TRH Receptor: Primary Screen for Enhancers; enhancement, % at 2 µM; 360,000 compounds, 0.66% hits; Thyrotropin-releasing hormone receptor (Homo sapiens), P34981; TRHR cells, fluo-8 calcium fluorescence, EC20 TRH enhancement; in the data active means enhancement above about 30%; further: 0% is about no effect
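Enhancer read-out: after compound pinning and an initial kinetic agonist-mode read, an EC20 of TRH (10 nM final) was injected and fluo-8 calcium signal (Ex 480/Em 530) followed at 1 s/cycle for 100 cycles in TRHR-expressing cells.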
RXFP1 antag = qHTS Assay for Antagonists of the Relaxin Receptor RXFP1; Relaxin receptor 1 (Homo sapiens), Q9HBX9; HEK293-RXFP1, relaxin-stimulated cAMP HTRF, 30 min; hits give low values; activity change, negative = inhibition, % at 57.5 µM; 350,000 compounds, 0.59% hits; AID 1259400, 2018;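 active means activity change of -60% or lower, but not beyond a set lower limit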; further: on the % scale 0 is the no-effect control and ±100 the full control effect
Target sequence (Q9HBX9 whole entry, looked up): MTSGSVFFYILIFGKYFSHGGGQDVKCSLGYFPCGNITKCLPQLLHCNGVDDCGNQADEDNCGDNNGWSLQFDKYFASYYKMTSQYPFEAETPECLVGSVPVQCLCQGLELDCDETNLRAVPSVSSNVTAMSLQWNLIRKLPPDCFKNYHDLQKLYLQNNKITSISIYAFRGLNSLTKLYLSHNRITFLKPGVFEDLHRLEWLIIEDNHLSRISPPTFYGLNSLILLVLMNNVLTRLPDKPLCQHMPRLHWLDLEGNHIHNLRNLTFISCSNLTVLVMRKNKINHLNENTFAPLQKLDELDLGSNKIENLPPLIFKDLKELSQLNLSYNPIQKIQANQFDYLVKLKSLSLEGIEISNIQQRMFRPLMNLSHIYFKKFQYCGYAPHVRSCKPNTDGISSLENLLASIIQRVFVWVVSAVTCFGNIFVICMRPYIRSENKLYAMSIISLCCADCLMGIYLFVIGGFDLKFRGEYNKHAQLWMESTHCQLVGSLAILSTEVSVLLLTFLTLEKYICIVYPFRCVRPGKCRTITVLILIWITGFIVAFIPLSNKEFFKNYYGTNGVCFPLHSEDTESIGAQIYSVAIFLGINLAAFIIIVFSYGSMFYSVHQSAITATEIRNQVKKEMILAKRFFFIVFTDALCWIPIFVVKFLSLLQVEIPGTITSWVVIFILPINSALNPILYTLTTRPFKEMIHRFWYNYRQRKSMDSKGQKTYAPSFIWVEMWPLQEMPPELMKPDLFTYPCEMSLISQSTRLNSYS
D2 agonist = HTS Assay for Allosteric Agonists of the Human D2 Dopamine Receptor: Primary Screen for Agonists | D(2) dopamine receptor (Homo sapiens), P14416 | HEK293 T-REx D2 cells, calcium flux agonist mode | activation, % at 2 µM | 340,000 compounds, 0.53% hits | AID 485358, 2010;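 active means activation over 3 SD above normal in the single-dose calcium agonist read, cut at about 30% in these data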; further: 0% is about no effect
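Tetracycline-induced HEK293 Trex cells with D2 receptor force-coupled to calcium signaling, plated overnight at 30 C and loaded with no-wash calcium dye. Calcium flux read kinetically for 180 s after compound addition; responses flag agonists.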
D1 PAM = Potentiators of Human D1 Dopamine Receptor: qHTS; potentiation, % at 10 µM; HEK293 TREx D1 cells, calcium flux, dopamine EC20 potentiation; 360,000 compounds, 0.036% hits; D(1A) dopamine receptor (Homo sapiens), P21728; in the data active means potentiation above about 30%; further: 0% is about no effect
D2 antagonist = HTS Assay for Allosteric Antagonists of the Human D2 Dopamine Receptor: Primary Screen for Antagonists. D(2) dopamine receptor (Homo sapiens), P14416. HEK293 TREx D2 cells, calcium flux, dopamine EC80. inhibition, % at 10 µM. 340,000 compounds, 2% hits. AID 485344, 2010; in the data active means inhibition above about 30%; further: 0% is about no effect
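Tetracycline-induced HEK293 T-REx cells expressing D2 force-coupled to calcium signalling were dye-loaded, exposed to compound for 180 s, then challenged with an EC80 of dopamine; calcium flux was followed kinetically for a further 180 s.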
The depositor's hits bear a star; & = joins results of further samples. Unless noted, no stated cut-off is given here; in the data, active means activation above about 30%; inactive means the rest.

Screening Cc1ccc(-n2c(CNc3ccc(F)cc3)nnc2SCC(N)=O)cc1 returned TRHR ag -0.7, D2 potentiator -21, D1 antagonist -1, D1 agonist 4, TRHR PAM 8, RXFP1 antag -3, D2 agonist -0.6, D1 PAM -5 and D2 antagonist -9.
`COc1cc(C(=O)Nc2ccc3nc4n(c(=O)c3c2)CCCCC4)cc(OC)c1OC` gave TRHR ag -0.4&-1.0, D2 potentiator -1&5, D1 antagonist 23&-11, D1 agonist 1&0, TRHR PAM 2&12, RXFP1 antag -1&-26, D2 agonist -0.9&0.9, D1 PAM 3&-1 and D2 antagonist 2.
COc1ccc(NC(=O)Cn2c3ccccc3c3nc4n(c(=O)c32)CCS4)cc1OC was read as TRHR ag -0.5, D2 potentiator 7, D1 antagonist -3, D1 agonist 0, TRHR PAM -2, RXFP1 antag 13, D2 agonist 0.0, D1 PAM 0 and D2 antagonist 1.
For CCC1(CC)NC(=O)N(CC(=O)OCC(=O)Nc2ccccc2[N+](=O)[O-])C1=O the results were TRHR ag 0.9, D2 potentiator 26, D1 antagonist -4, D1 agonist 2, TRHR PAM 3, RXFP1 antag -5, D2 agonist 0.7, D1 PAM 1 and D2 antagonist -11.
`N#Cc1ccc(COn2nnc3ccccc32)cc1` gave TRHR ag 0.0, D2 potentiator 1, D1 antagonist -3, D1 agonist 1, TRHR PAM -2, RXFP1 antag -1, D2 agonist -0.8, D1 PAM -3 and D2 antagonist 4.
Screening COc1ccc(NC(=O)CN(C)C(=O)CN2C(=O)C3CCCCC3C2=O)cc1 (configuration not stated) returned TRHR ag 0.2, D2 potentiator -2, D1 antagonist 4, D1 agonist 3, TRHR PAM -2, RXFP1 antag 3, D2 agonist 0.3, D1 PAM -5 and D2 antagonist 3.
For CCCCC1=NN(C(=O)c2ccncc2)C(O)(C(F)(F)F)C1 (configuration not stated) the results were TRHR ag 0.9, D2 potentiator 12, D1 antagonist -4, D1 agonist 2, TRHR PAM 1, RXFP1 antag 23, D2 agonist 0.1, D1 PAM -2 and D2 antagonist 2.
For Cc1ccc(NC(=O)c2c(NC(=O)c3ccc(F)cc3)sc3c2CCCC3)cc1C the results were TRHR ag -1.6, D2 potentiator 1, D1 antagonist -3, D1 agonist 0, TRHR PAM -7, RXFP1 antag -9, D2 agonist -0.4 and D1 PAM 4.
Screening COc1cccc(CN2CCNC(=O)C2CC(=O)N(C)CCC2CCOCC2)c1OC (configuration not stated) returned TRHR ag 0.5, D2 potentiator -1, D1 antagonist -12, D1 agonist 3, TRHR PAM 2, RXFP1 antag -7, D2 agonist 0.7, D1 PAM -7 and D2 antagonist 4.
For Cc1cc(C)cc(OCc2cc(=O)n3cc(C)sc3n2)c1 the results were TRHR ag -1.8, D1 antagonist 0, D1 agonist 0, TRHR PAM -3, D2 agonist -1.2 and D1 PAM 4.
For Cn1c2c(c(=O)n(C)c1=O)C(c1cccc(O)c1)CC(=O)N2 (configuration not stated) the results were TRHR ag 1.6, D2 potentiator -4, D1 antagonist -6, D1 agonist 0, TRHR PAM 2, D2 agonist -0.4 and D1 PAM 0.
`Cc1onc(-c2ccccc2)c1C(=O)NCCc1ccc(S(N)(=O)=O)cc1` gave TRHR ag 0.4, D2 potentiator 5, D1 antagonist 34, D1 agonist 5, TRHR PAM 6, RXFP1 antag -4, D2 agonist 0.4, D1 PAM -3 and D2 antagonist -3.
For COCCCn1c(C(=O)N2CCOCC2)cc2c(=O)n3ccccc3nc21 the results were TRHR ag 0.2, D2 potentiator -19, D1 antagonist -7, D1 agonist 3, TRHR PAM 3, RXFP1 antag 6, D2 agonist -1.1, D1 PAM 0 and D2 antagonist -1.
`CCCNc1nc2c(c(=O)n(C)c(=O)n2C)n1CC(O)COc1ccccc1` (configuration not stated) gave TRHR ag 0.0, D2 potentiator -4, D1 antagonist 2, D1 agonist 0, TRHR PAM 1, D2 agonist -0.5 and D1 PAM -5.
Screening O=C1c2cccc3cccc(c23)C(=O)N1CCN1CCN(CC(O)COCc2ccc(Cl)cc2)CC1 (configuration not stated) returned TRHR ag -1.5, D2 potentiator -8, D1 antagonist -5, D1 agonist 9, TRHR PAM 0, RXFP1 antag -36, D2 agonist -0.4, D1 PAM -5 and D2 antagonist 5.
Brc1ccc(-c2nc(-c3ccncc3)no2)cc1 was read as TRHR ag -0.1, D2 potentiator -4, D1 antagonist -1, D1 agonist -1, TRHR PAM -5, RXFP1 antag -11, D2 agonist -0.1, D1 PAM 1 and D2 antagonist 1.
O=C(Nc1ccc2[nH]ncc2c1)c1cccc(F)c1 was read as TRHR ag 0.4, D1 antagonist 6, D1 agonist 1, TRHR PAM -4, RXFP1 antag 3 and D1 PAM 2.
`Cc1ccc(C(=O)Cn2c(=N)n(CCN3CCOCC3)c3ccccc32)cc1` gave TRHR ag 13, D2 potentiator 26, D1 agonist -2, TRHR PAM 1, D2 agonist -0.2, D1 PAM -1 and D2 antagonist -13.
For OCCC1CN(Cc2cccn2-c2nccs2)CCN1Cc1ccccc1 (configuration not stated) the results were TRHR ag 0.2, D2 potentiator -16, D1 antagonist 11, D1 agonist 2, TRHR PAM 7, RXFP1 antag 3, D2 agonist -0.4, D1 PAM -9 and D2 antagonist -2.
For CCOc1ccc(C(C)=O)cc1CSc1nnc(-c2ccoc2C)n1N the results were TRHR ag 0.2, D2 potentiator -4, D1 antagonist -17, D1 agonist 2, TRHR PAM -6, RXFP1 antag 2, D2 agonist 0.4, D1 PAM -11 and D2 antagonist -14.

Three consecutive compounds out of the list so far, quoted:
`Cc1ccc(C(=O)Cn2c(=N)n(CCN3CCOCC3)c3ccccc32)cc1` gave TRHR ag 13, D2 potentiator 26, D1 agonist -2, TRHR PAM 1, D2 agonist -0.2, D1 PAM -1 and D2 antagonist -13.
For OCCC1CN(Cc2cccn2-c2nccs2)CCN1Cc1ccccc1 (configuration not stated) the results were TRHR ag 0.2, D2 potentiator -16, D1 antagonist 11, D1 agonist 2, TRHR PAM 7, RXFP1 antag 3, D2 agonist -0.4, D1 PAM -9 and D2 antagonist -2.
For CCOc1ccc(C(C)=O)cc1CSc1nnc(-c2ccoc2C)n1N the results were TRHR ag 0.2, D2 potentiator -4, D1 antagonist -17, D1 agonist 2, TRHR PAM -6, RXFP1 antag 2, D2 agonist 0.4, D1 PAM -11 and D2 antagonist -14.

(next part)
`Cc1cccc(NC(=O)N2CCCc3ccccc32)c1C` gave TRHR ag 1.2, D2 potentiator 7, D1 antagonist -6, D1 agonist 5, TRHR PAM -4, RXFP1 antag 3, D2 agonist 0.2, D1 PAM -2 and D2 antagonist 3.
For c1ccc2oc(C3=NNC(=NC4CC4)SC3)cc2c1 the results were TRHR ag 0.2, D2 potentiator 10, D1 antagonist -10, D1 agonist -1, TRHR PAM 7, RXFP1 antag -16, D2 agonist -0.6, D1 PAM 1 and D2 antagonist -17.
For COc1cc(CNCCN2CCOCC2)ccc1OCc1ccc(Cl)cc1Cl the results were TRHR ag -0.2, D1 antagonist -11, D1 agonist 0, TRHR PAM -7, RXFP1 antag -38 and D1 PAM -2.
`O=C(Nc1ccc(SC(F)F)cc1)C1CC(=O)N(Cc2ccccc2)C1` (configuration not stated) gave TRHR ag -0.5, D2 potentiator -3, D1 antagonist -1, D1 agonist 3, TRHR PAM -3, RXFP1 antag -31, D2 agonist -0.2, D1 PAM -1 and D2 antagonist -1.
`O=C(Cc1cccs1)NCc1ccccc1` gave TRHR ag -0.5, D2 potentiator 10, D1 antagonist 6, D1 agonist -1, TRHR PAM -1, RXFP1 antag 3, D2 agonist 0.4, D1 PAM 12 and D2 antagonist 3.
CC(C)C(=O)NC(=S)Nc1ccc(S(=O)(=O)Nc2nccs2)cc1 was read as TRHR ag 0.0, D2 potentiator -5, D1 antagonist -18, D1 agonist 3, TRHR PAM -1, RXFP1 antag 6, D2 agonist 1.0, D1 PAM -4 and D2 antagonist 39*.
For O=C(/C=C/c1ccc(OCc2c(F)cccc2Cl)cc1)N1CCOCC1 the results were TRHR ag -0.1, D2 potentiator 6, D1 antagonist 9, D1 agonist 60*, TRHR PAM 9, RXFP1 antag -1, D2 agonist -1.1, D1 PAM 1 and D2 antagonist 12.
For CCCNc1nc(OCC(F)(F)F)nc(OCC(F)(F)F)n1 the results were TRHR ag 0.1, D2 potentiator -3, D1 antagonist 0, D1 agonist -1, TRHR PAM 0, RXFP1 antag 7, D2 agonist 0.0, D1 PAM -2 and D2 antagonist -7.
Screening CCC1(CC)NC(=O)N(CC(=O)OCC(=O)c2cc(C)c(C)cc2C)C1=O returned TRHR ag 0.1, D2 potentiator 3, D1 antagonist 12, D1 agonist 3, TRHR PAM 1, RXFP1 antag -7, D2 agonist 0.0, D1 PAM 3 and D2 antagonist -23.
CC(=O)NCCc1nc2ccccc2[nH]1 was read as TRHR ag 0.2, D2 potentiator 6, D1 antagonist 0, D1 agonist 3, TRHR PAM 1, D2 agonist 1.2, D1 PAM -2 and D2 antagonist -4.
CN1C2=CC=CC=CC2=[N+](C)C12C([N+](=O)[O-])=CC(=[N+]([O-])[O-])C=C2[N+](=O)[O-] (configuration not stated) was read as TRHR ag 0.3, D2 potentiator 1, D1 antagonist -3, D1 agonist 0, TRHR PAM -5, RXFP1 antag 18, D2 agonist -0.3, D1 PAM -5 and D2 antagonist 1.
`O=C(O)CCC(=O)Nc1ccc(Cc2ccc(NC(=O)CCC(=O)O)cc2)cc1` gave TRHR ag 0.1, D1 antagonist 17, D1 agonist 3, TRHR PAM 5, RXFP1 antag -1 and D1 PAM -2.
CCOCCCNC(=O)C1(O)c2cc(Br)ccc2NC(=O)N1c1ccc(OCC)cc1 (configuration not stated) was read as TRHR ag 0.6, D2 potentiator 0, D1 antagonist 2, D1 agonist 3, TRHR PAM 1, RXFP1 antag -2, D2 agonist -0.1, D1 PAM -7 and D2 antagonist 3.
For Cc1oc(-c2ccccc2)cc1C(=O)Nc1ccccc1 the results were TRHR ag -0.1, D2 potentiator -4, D1 antagonist 1, D1 agonist 2, TRHR PAM 6, RXFP1 antag -13, D2 agonist 0.2, D1 PAM -17 and D2 antagonist 13.
For O=C1/C(=C/c2ccccc2)Nc2ccccc21 the results were TRHR ag 50*, D2 potentiator 1, D1 antagonist -11, D1 agonist 50*, TRHR PAM 10, RXFP1 antag -10, D2 agonist 22, D1 PAM -3 and D2 antagonist 2.

Assay outcomes as filed in PubChem BioAssay.
